Tb PFK block: qHTS Assay to Find Inhibitors of T. brucei phosphofructokinase; ATP-dependent 6-phosphofructokinase (Trypanosoma brucei brucei), O15648; T. brucei PFK, ADP-Glo luminescence; AID 485367, 2010; Potency, µM (series often up to 57.5 µM), for inactives: at the top dose activity, negative = inhibition, usual class: inhibitors; actives 0.17% (n = 330,000);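 further: potency means the concentration at half of the fitted maximal effect; 0% = uninhibited 1x PFK enzyme wells and -100% = no-enzyme wells; nearly all actives have a fitted effect of over 60% in size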
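Compounds were pin-transferred as a titration series up to 57 uM into substrate buffer (0.5 mM F6P, 0.1 mM ATP, pH 8.0), then 1.25 nM PFK was added and reactions ran 45 min before ADP-Glo detection.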
S-ASM inh: Inhibitors of Secretory Acid Sphingomyelinase (S-ASM): qHTS; actives 0.006% (n = 340,000); placental ASM, HMU-PC fluorogenic substrate, 60 min; Sphingomyelin phosphodiesterase (Homo sapiens), P17405; AID 504937, 2011; Potency, µM (series often up to 57.5 µM), for inactives: at the top dose activity change, negative = inhibition, hits mostly inhibitors; further: potency means the concentration at half of the fitted maximal effect
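Human placenta-derived ASM preincubated with compound 10 min at room temperature, then reacted with 9 uM (final) fluorogenic HMU-PC substrate for 60 min at 37 C. Stop solution raises pH to 10; fluorescence read at Ex 386/Em 447 nm.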
Integrin act MD: qHTS for Activators of Integrin-Mediated Alleviation for Muscular Dystrophy; alpha7betagal myoblasts, beta-gal FDG fluorescence, 48 h; Potency, µM (doses to about 38.3 µM), inactives show at the highest dose activation, actives largely listed as activators; actives 0.064% (n = 350,000); AID 624291, 2012;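 further: potency means the concentration at half of the fitted maximal effect; 100% = response of the positive control SU9516; nearly all actives have a fitted effect of over 60% in size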
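alpha7betagal+/- myoblasts (passage 13, 250/well) treated 48 h at 37C with compounds at 1:260 dilution of DMSO stock. Lysed, then beta-galactosidase activity read as FDG fluorescence (ex 480/em 540) after 30 min, with pre-read for autofluorescence.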
Mito fusion yeast: qHTS Assay for Small Molecule Inhibitors of Mitochondrial Division or Activators of Mitochondrial Fusion; S. cerevisiae fusion-defective mutant growth rescue, CellTiterGlo 48 h; Potency, µM (top dose mostly 46.1 µM), without a hit: at the highest dose growth rescue (activation), actives largely listed as activators; actives 0.23% (n = 320,000); AID 485298, 2010;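 further: potency means the concentration at half of the fitted maximal effect; % of control where 0% means no effect; nearly all actives have a fitted effect of over 45% in size; temperature-sensitive fusion mutants such as fzo1-1 at 37 °C on non-fermentable ethanol glycerol medium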
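Temperature-sensitive fusion-defective S. cerevisiae (e.g. fzo1-1, mgm1-5) were grown with compound in YPEG medium (3% ethanol, 3% glycerol) for 48 hours at 37C. Growth rescue was measured as viability by CellTiterGlo luminescence after 10 minutes at ambient.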
TSHR antagonist: Antagonists of the Thyroid Stimulating Hormone Receptor: HTS campaign | activity change, negative = inhibition, % at 11.5 µM | TSHR-expressing cells, TSH-stimulated cAMP HTRF, 2 h; stronger effect = lower value | actives 0.2% (n = 330,000) | Thyrotropin receptor (Homo sapiens), P16473;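 active means activity change below a set negative limit, meaning inhibition stronger than a set level, cut at about -70% in these data; inconclusive means activity change between two set negative limits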; further: on the % scale 0 is the no-effect control and ±100 the full control effect
Target sequence (P16473 whole entry, looked up): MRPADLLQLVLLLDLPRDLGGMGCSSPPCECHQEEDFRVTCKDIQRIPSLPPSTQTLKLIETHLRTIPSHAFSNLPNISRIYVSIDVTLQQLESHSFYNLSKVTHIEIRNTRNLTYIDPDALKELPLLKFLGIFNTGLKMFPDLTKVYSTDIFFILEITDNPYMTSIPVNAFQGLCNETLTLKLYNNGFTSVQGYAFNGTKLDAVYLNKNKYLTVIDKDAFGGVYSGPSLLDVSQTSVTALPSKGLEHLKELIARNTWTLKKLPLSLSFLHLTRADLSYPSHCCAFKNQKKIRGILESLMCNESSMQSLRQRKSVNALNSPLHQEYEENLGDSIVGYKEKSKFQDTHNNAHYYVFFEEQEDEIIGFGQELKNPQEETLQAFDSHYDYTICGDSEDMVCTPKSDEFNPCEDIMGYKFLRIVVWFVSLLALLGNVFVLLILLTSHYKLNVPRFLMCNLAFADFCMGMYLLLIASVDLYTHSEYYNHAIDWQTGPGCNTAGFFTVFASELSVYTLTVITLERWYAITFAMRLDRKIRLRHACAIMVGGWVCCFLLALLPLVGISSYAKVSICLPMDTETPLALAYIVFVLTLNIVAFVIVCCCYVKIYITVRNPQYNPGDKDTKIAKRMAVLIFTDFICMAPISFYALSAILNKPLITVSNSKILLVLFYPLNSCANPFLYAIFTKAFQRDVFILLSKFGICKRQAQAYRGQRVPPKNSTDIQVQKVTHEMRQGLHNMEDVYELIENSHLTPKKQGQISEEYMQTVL
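TSHR-expressing cells, 200/well, pre-treated with compound, then stimulated with EC80 TSH (4nM final) for 2 hours at 37 deg C. cAMP measured by competitive HTRF: anti-cAMP cryptate antibody in lysis buffer plus cAMP-d2, read after 30 minutes at room temperature.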
A-T KAP1 phos: qHTS Assay for Identifying a Potential Treatment of Ataxia-Telangiectasia | AID 485349, 2010 | […] A-T fibroblasts, KAP-1 phosphorylation AlphaLISA; neocarzinostatin DNA damage 30 min before lysis | actives 0.19% (n = 320,000) | Potency, µM (highest dose often 57.5 µM), for the others: at the top dose activation, usual class: activators; further: potency means the concentration at half of the fitted maximal effect; % of control where 0% means no effect; nearly all actives have a fitted effect of over 45% in size
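ATM-like activity read as KAP-1 phosphorylation via AlphaLISA donor/acceptor antibody pairs after lysis and 6 hr at 25C. Cells were ATM-null patient fibroblasts ([…], hTERT), dosed 60 min, then exposed to the DSB inducer NCS for 30 min.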
TCR act: Activators of T cell receptors: qHTS campaign; primary human leukocytes, anti-CD3, IL-2 HTRF, 48 h; Potency, µM (highest dose often 9.22 µM), inactives show at the highest dose activation of IL-2 secretion, most hits filed as activators; 330,000 tested, under 10 active; AID 504894, 2011; further: % of control where 0% means no effect
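Compounds are tested in HTS on primary human leukocytes co-incubated with a-CD3 beads for 48 hr. IL-2 output is measured by time-resolved FRET.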
Eya2 phos inh: qHTS Assay for Inhibitors of the Phosphatase Activity of Eya2. recombinant Eya2, OMFP fluorescence dephosphorylation (OMFP is methylfluorescein phosphate). Potency, µM (doses to about 76.9 µM), without a hit: top-dose activity, negative = inhibition, actives largely listed as inhibitors. actives 0.006% (n = 330,000); further: potency means the concentration at half of the fitted maximal effect; on the % scale 0 is the no-effect control and ±100 the full control effect
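Eya2 protein (added as 0.2 uM solution) was preincubated with compound for 10 min at ambient temperature in 50 mM HEPES pH 7.5, 50 mM NaCl, 5 uM MgCl2, 0.05% BSA, 1 mM DTT. OMFP (added at 50 uM) then reacted 10 min; fluorescence read at 485/525 nm.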
ELG1 repair inh: qHTS screen for small molecules that inhibit ELG1-dependent DNA repair in human embryonic kidney (HEK293T) cells expressing luciferase-tagged ELG1 | HEK293T ELG1-luciferase reporter, luminescence, 16 h; DNA damage induced by 5-fluorouridine | Potency, µM (doses to about 46.1 µM), for inactives: top-dose activity change, negative = inhibition, hits mostly inhibitors | actives 2.3% (n = 330,000); further: potency means the concentration at half of the fitted maximal effect; on the % scale 0 is the no-effect control and ±100 the full control effect; nearly all actives have a fitted effect of over 55% in size
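Overnight (16 hr) co-exposure of 2,000 cells/well to 5-fluorouridine and compound at 37 °C preceded detection. Luciferase was quantified via ONE-Glo luminescence; loss of signal denotes inhibition.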
BCR signal inh: qHTS Assay to Find Inhibitors of Chronic Active B-Cell Receptor Signaling | ABC-DLBCL IkBa-CBG/CBR reporter, luminescence ratio, 4 h | Potency, µM (top dose mostly 46.1 µM), for the others: at the highest dose ratio change, negative = lower green/red ratio, hits mostly inhibitors | actives 0.05% (n = 340,000) | AID 493014, 2011; active means well fitted inhibition curve with a large enough effect in the signal ratio, with a control signal flat, not every such curve was filed as active; inconclusive means small, poorly fitted or top-dose-only effect, or effect the other way, or a change in a side signal; the % refers to the signal ratio;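 further: potency means the concentration at half of the fitted maximal effect; plate controls were basal doxycycline-induced cells for no effect and cells given 10 µM MG132 for full effect; MG132 reads +100%, hits lower the ratio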
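TMD8 ABC-DLBCL cells carrying doxycycline-inducible green luciferase fused to IkappaBalpha plus unfused red luciferase were exposed to compounds (up to 46 uM) for 4 hrs at 37C. Activity came from the overlap-corrected green/red luminescence ratio.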
TSG101-PTAP inh: qHTS Assay for Iinhibitors of HIV-1 Budding by Blocking the Interaction of PTAP/TSG101. 340,000 tested, under 10 active. Tumor susceptibility gene 101 protein (Homo sapiens), Q99816. Fluorescence polarization, FITC-PTAP peptide / Tsg101 binding. AID 493005, 2010. Potency, µM (titrated, usually from 115 µM), without a hit: at the top dose activity change, negative = inhibition, usual class: inhibitors; active means well fitted inhibition curve with a large enough effect in the main read-out, with a control signal flat, not every such curve was filed as active; inconclusive means small, poorly fitted or top-dose-only effect, or effect the other way, or a change in a side signal; inactive means no such curve, though single readings can be large or run the other way; further: potency means the concentration at half of the fitted maximal effect; % of control where 0% means no effect
Target sequence (Q99816 whole entry, looked up): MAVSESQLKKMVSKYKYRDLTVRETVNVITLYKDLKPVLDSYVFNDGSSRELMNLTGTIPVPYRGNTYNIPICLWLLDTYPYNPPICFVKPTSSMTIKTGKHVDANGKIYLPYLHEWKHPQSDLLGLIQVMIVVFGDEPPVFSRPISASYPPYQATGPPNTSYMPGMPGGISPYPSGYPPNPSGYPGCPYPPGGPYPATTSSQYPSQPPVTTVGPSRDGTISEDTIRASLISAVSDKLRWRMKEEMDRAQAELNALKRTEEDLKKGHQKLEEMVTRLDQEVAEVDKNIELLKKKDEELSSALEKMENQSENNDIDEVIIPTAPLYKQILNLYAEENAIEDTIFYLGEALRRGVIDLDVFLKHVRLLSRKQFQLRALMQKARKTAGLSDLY
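FP read-out: FITC-PTAP peptide, 50 nM final, binding Tsg101 binding domain, 10 uM final; 20 min, r.t.; 10 mM HEPES pH 7.5, 0.15 M NaCl, 0.01% Tween 20, 3 mM EDTA, 0.1 mM TCEP.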
* hit, by the source's call; [ ] = another dose, or the depositor's remark. Unless noted, the call rests on the fitted dose curve; in most records, active means well fitted curve in the direction sought with a large enough effect; inconclusive means small, poorly fitted or top-dose-only effect, or another doubt; inactive means no such curve, though single readings can be large; an effect the other way counts as inactive or inconclusive.

Results for COC(=O)CC1C(=O)NCCN1C(=O)CSc1nnnn1-c1ccc(OC)cc1 (stereo not drawn) ?
Tb PFK block: -4%; S-ASM inh: 3%; Integrin act MD: 5%; Mito fusion yeast: -8%; TSHR antagonist: 14; A-T KAP1 phos: 1%; TCR act: -3%; Eya2 phos inh: 5%; ELG1 repair inh: -14%; BCR signal inh: -3%; TSG101-PTAP inh: -2%

How did Cc1cccc(OCC(=O)O/N=C(\N)c2ccncc2)c1 do in these assays?
Tb PFK block: -7%; S-ASM inh: 1%; Integrin act MD: -1%; Mito fusion yeast: -1%; TSHR antagonist: -13; A-T KAP1 phos: -2%; TCR act: -2%; Eya2 phos inh: -4%; ELG1 repair inh: inconclusive; BCR signal inh: 7%; TSG101-PTAP inh: 1%

What do the screens show for `O=c1cc(-c2ccccc2Cl)oc2c(NS(=O)(=O)c3cc(Cl)cc(Cl)c3O)ccc(O)c12`?
Tb PFK block: 0%; S-ASM inh: -12%; Integrin act MD: -12%; Mito fusion yeast: -7%; TSHR antagonist: inconclusive; A-T KAP1 phos: -5%; TCR act: -1%; Eya2 phos inh: 11%; ELG1 repair inh: inconclusive; BCR signal inh: inconclusive

How did Cc1cc(C)cc(C(=O)NCC(=O)OCC(=O)NC2CCCc3ccccc32)c1 (stereo not drawn) do in these assays?
Tb PFK block: 2%; S-ASM inh: -2%; Integrin act MD: 0%; TSHR antagonist: -7; A-T KAP1 phos: 8%; TCR act: 1%; Eya2 phos inh: 4%; ELG1 repair inh: 3%; BCR signal inh: 0%; TSG101-PTAP inh: -1%

How did O=C(CSc1ncc(C(F)(F)F)cc1Cl)N1CCN(S(=O)(=O)c2ccc3ccccc3c2)CC1 do in these assays?
Tb PFK block: 1%; S-ASM inh: -2%; Integrin act MD: -5%[7.66 µM]; Mito fusion yeast: 8%; TSHR antagonist: -17; A-T KAP1 phos: 6%; TCR act: -4%; Eya2 phos inh: -2%; ELG1 repair inh: inconclusive; BCR signal inh: -15%; TSG101-PTAP inh: -9%

What do the screens show for `c1ccc(CN2CCN(C(c3ccccc3)c3ccccc3)CC2)cc1`?
Tb PFK block: 1%; S-ASM inh: -2%; Integrin act MD: -50%[inhibitor]; Mito fusion yeast: 0%; TSHR antagonist: 4; A-T KAP1 phos: inconclusive; Eya2 phos inh: -10%; ELG1 repair inh: -10%; BCR signal inh: 12%; TSG101-PTAP inh: -1%

How did CCOCC(=O)Nc1cccc(Br)c1 do in these assays?
Tb PFK block: -3%; S-ASM inh: 4%; Integrin act MD: -26%; Mito fusion yeast: 8%; TSHR antagonist: 32; A-T KAP1 phos: 10%; TCR act: 6%; Eya2 phos inh: -26%; ELG1 repair inh: 13%; BCR signal inh: -10%; TSG101-PTAP inh: -1%

What do the screens show for `O=C(COc1ccc(F)cc1Br)NCCCN1CCCC1=O`?
Tb PFK block: -6%; S-ASM inh: 2%; Integrin act MD: 23%; TSHR antagonist: 1; A-T KAP1 phos: 12%; TCR act: -10%; Eya2 phos inh: -8%; ELG1 repair inh: 13%; BCR signal inh: 2%; TSG101-PTAP inh: -9%

What do the screens show for `CC(=O)Nc1ccc(S(=O)(=O)NCCCc2ccccc2)cc1`?
Tb PFK block: 1%; S-ASM inh: 1%; Integrin act MD: -8%; Mito fusion yeast: 0%; TSHR antagonist: 6; A-T KAP1 phos: -6%; TCR act: 0%; Eya2 phos inh: 2%; ELG1 repair inh: -9%; BCR signal inh: 0%; TSG101-PTAP inh: 2%

What do the screens show for `O=C(/C=C/c1ccc(OCCCF)cc1)Nc1ccnc(-c2ccncc2)n1`?
Tb PFK block: -2%; S-ASM inh: -2%; Integrin act MD: inconclusive; Mito fusion yeast: 2%; TSHR antagonist: -40; A-T KAP1 phos: 9%; TCR act: 12%; Eya2 phos inh: -22%; ELG1 repair inh: inconclusive; BCR signal inh: -1%; TSG101-PTAP inh: -1%

Results for CC1CC2(CCCC2)N(C(=O)N(C)C)c2ccc(F)cc21 (stereo not drawn) ?
Tb PFK block: 1%; S-ASM inh: 2%; Integrin act MD: -12%; Mito fusion yeast: -12%; TSHR antagonist: -2; A-T KAP1 phos: -3%; TCR act: 0%; Eya2 phos inh: -2%; ELG1 repair inh: 17%; BCR signal inh: inconclusive; TSG101-PTAP inh: -6%

How did c1ccc(-n2c(-c3ccncc3)nnc2-c2cccs2)cc1 do in these assays?
Tb PFK block: 4%; S-ASM inh: 2%; Integrin act MD: -3%; Mito fusion yeast: 9%; TSHR antagonist: -15; A-T KAP1 phos: -1%; Eya2 phos inh: 2%; ELG1 repair inh: inconclusive; BCR signal inh: -3%; TSG101-PTAP inh: -9%

How did O=CNNC(=O)c1cccc([N+](=O)[O-])c1 do in these assays?
Tb PFK block: -6%; S-ASM inh: -2%; Integrin act MD: 1%; Mito fusion yeast: -2%; TSHR antagonist: -3; A-T KAP1 phos: -6%; TCR act: -1%[46.1 µM]; Eya2 phos inh: 3%; ELG1 repair inh: 20%; BCR signal inh: inconclusive; TSG101-PTAP inh: -3%

Results for O=C(CC1C(=O)NCCN1Cc1ccc(-c2ccccc2)cc1)NC1CCC1 (stereo not drawn) ?
Tb PFK block: 0%; S-ASM inh: 0%; Integrin act MD: 5%; Mito fusion yeast: 4%; TSHR antagonist: 4; A-T KAP1 phos: 5%; TCR act: 3%; Eya2 phos inh: 5%; ELG1 repair inh: -5%; BCR signal inh: -2%; TSG101-PTAP inh: -3%

What do the screens show for `CCCCNC(=S)N(C)/N=C/c1c(C)[nH]c2ccccc12`?
Tb PFK block: -5%; S-ASM inh: -5%; Integrin act MD: -14%; Mito fusion yeast: 19%; TSHR antagonist: -11; A-T KAP1 phos: 6%; TCR act: -4%[46.1 µM]; Eya2 phos inh: -12%; ELG1 repair inh: -6%; BCR signal inh: -3%; TSG101-PTAP inh: -1%

What do the screens show for `CC(/C=N/NC(=O)Cc1cc(=O)[nH][nH]1)=C\c1ccccc1`?
Tb PFK block: 6%; S-ASM inh: 2%; Integrin act MD: -14%; Mito fusion yeast: -4%; TSHR antagonist: 28; A-T KAP1 phos: 2%; TCR act: 1%; Eya2 phos inh: 2%; ELG1 repair inh: 6%; BCR signal inh: -1%; TSG101-PTAP inh: -1%

How did O=C1NC2(CCCCC2)C(=O)N1CCS(=O)(=O)Oc1ccccc1 do in these assays?
Tb PFK block: 4%; S-ASM inh: -5%; Integrin act MD: 9%; Mito fusion yeast: 0%; TSHR antagonist: 3; TCR act: 1%; Eya2 phos inh: -11%; ELG1 repair inh: -2%; BCR signal inh: 2%; TSG101-PTAP inh: -5%

How did CCCCn1c(N)c(N(CCOC)C(=O)c2oc3ccc(OCC)cc3c2C)c(=O)[nH]c1=O do in these assays?
Tb PFK block: 0%; S-ASM inh: 20%; Integrin act MD: -1%; Mito fusion yeast: -5%; TSHR antagonist: 1; A-T KAP1 phos: 1%; TCR act: 0%; Eya2 phos inh: -4%; ELG1 repair inh: -2%; BCR signal inh: 4%; TSG101-PTAP inh: -1%

How did Cn1c(SCc2ccc3c(c2)OCO3)nnc1-c1ccccc1 do in these assays?
Tb PFK block: -3%; S-ASM inh: 3%; Integrin act MD: -7%; Mito fusion yeast: -7%; TSHR antagonist: 13; A-T KAP1 phos: 3%; TCR act: -4%; Eya2 phos inh: 11%; ELG1 repair inh: inconclusive; BCR signal inh: -6%; TSG101-PTAP inh: -2%

Screening data from PubChem.
